Source: PubChem (several laboratories)
Calpain2 inh = calpain II (pig) inhibition; purified calpain II, fluorogenic peptide substrate, 30 min; inhibition, % at 16 µM; 220,000 tested, 0.37% active; AID 1236;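 active = inhibition above about 50%, limit read from the data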
Rad51 HR inh = blocks human Rad51 in homologous recombination | AID 1385 | hRad51 DNA strand exchange, fluorescence dequenching | 200,000 tested, 0.085% active | Q06609 | inhibition, % at 10 µM;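 active = inhibition above 40% at the single screening dose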;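 note: 0% = DMSO control wells and 100% = blanks with heterologous ssDNA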
Target sequence (Q06609 whole entry, looked up): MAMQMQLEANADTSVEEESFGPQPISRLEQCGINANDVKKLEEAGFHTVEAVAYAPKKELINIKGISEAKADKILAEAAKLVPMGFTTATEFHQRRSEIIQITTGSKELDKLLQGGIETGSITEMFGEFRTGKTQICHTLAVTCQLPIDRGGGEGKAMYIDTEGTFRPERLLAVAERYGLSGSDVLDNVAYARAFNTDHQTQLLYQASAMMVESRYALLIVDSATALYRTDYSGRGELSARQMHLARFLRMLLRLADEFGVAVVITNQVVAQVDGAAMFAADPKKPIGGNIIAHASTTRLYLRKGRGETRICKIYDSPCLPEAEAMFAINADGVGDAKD
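Test system – preformed human Rad51 ssDNA filaments · Reagent – Donor/quencher-labelled 47-bp dsDNA substrate · Incubation – 37 °C 15-min filament assembly, 30-min compound preincubation, 15-min exchange · Signal – FRET fluorescence dequenching, excitation 485 nm, emission 520 nm · Read-out – percent inhibition from fluorescence, normalised to plate control and blank means · Benchmarks – plate control and blank wells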
L929 necroptosis = blocks zVAD induced death of L929 cells; L929 zVAD necroptosis rescue, ATP luminescence, 24 h; with zVAD 60 µM; viability rescue, % at 10 µM; 220,000 tested, 0.38% active;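 active = activation, scaled between plate controls, above about 75%, limit read from the data; inactive = activation under that limit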;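 note: 0% = zVAD with DMSO and 100% = DMSO alone without zVAD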
14-3-3 Bad inh = disrupts binding of bovine 14-3-3 zeta to phospho-Bad peptide. P63103. TR-FRET 14-3-3zeta/Dy647-pBad peptide displacement, 1 h. inhibition, % at 21.7 µM. 220,000 tested, 0.71% active. AID 781;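 active = inhibition above about 70%, limit read from the data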;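 note: 0% = full 14-3-3 plus peptide FRET controls and 100% = background without 14-3-3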
Target sequence (P63103 whole entry, looked up): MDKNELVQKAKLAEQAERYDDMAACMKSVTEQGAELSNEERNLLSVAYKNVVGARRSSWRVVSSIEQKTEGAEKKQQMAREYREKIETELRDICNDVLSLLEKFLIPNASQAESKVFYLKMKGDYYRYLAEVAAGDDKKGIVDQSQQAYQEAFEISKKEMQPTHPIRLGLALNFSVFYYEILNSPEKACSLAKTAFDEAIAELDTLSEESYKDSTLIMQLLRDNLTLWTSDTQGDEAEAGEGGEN
Hck Nef HTS = blocks Nef-activated human Hck kinase. inhibition, % at 20 µM. AID 463187. 220,000 tested, 0.68% active. Recombinant Hck-YEEI plus Nef, Z-Lyte FRET kinase assay. P08631;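 active = Hck-Nef kinase inhibition above about 50%, limit read from the data; inactive = inhibition below that limit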;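 note: 0% = DMSO with Hck plus Nef and 100% = Hck alone without Nef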
EP2 modulator = EP2 receptor (human) modulation. P43116. EP2-expressing cells, cAMP HTRF FRET, PGE2 co-stimulation. induction, % at 25 µM. 260,000 tested, 0.83% active. AID 940;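 active = compounds whose cAMP rise, as percent of the full-agonist control response, exceeds 60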;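 note: rat C6 glioma line stably carrying human EP2 under a CMV promoter; the protocol text gives 20 µM as final concentration; 100% = response of wells given 1 µM PGE2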
Target sequence (P43116 whole entry, looked up): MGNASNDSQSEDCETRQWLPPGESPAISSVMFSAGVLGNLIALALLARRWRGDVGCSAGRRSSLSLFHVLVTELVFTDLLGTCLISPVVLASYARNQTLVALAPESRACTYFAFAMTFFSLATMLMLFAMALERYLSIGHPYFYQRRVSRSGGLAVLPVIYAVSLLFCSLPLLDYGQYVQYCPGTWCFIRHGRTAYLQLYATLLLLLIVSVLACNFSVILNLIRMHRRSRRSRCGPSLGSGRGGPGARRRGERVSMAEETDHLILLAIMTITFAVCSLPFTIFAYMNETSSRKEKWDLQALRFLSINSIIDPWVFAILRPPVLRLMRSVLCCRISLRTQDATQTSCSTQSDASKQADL
EP2 antag = blocks the human prostaglandin E2 receptor EP2. P43116. C6 glioma cells expressing human EP2, cAMP TR-FRET; cells stimulated with saturating PGE2. inhibition, % at 25 µM. 260,000 tested, 0.52% active. AID 1422;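 active = percent inhibition above 40 after rounding to a whole number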;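 note: rat C6 glioma host cells with rolipram phosphodiesterase inhibitor present; the protocol text gives 20 µM as final concentration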
Tb hexokinase = T. brucei hexokinase 1 inhibition | recombinant TbHK1, G6PDH-coupled NADH A340 | AID 1430 | 220,000 tested, 0.11% active | inhibition, % at 10 µM;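 active = inhibition of 50% or more in the single-dose primary screen; inactive = inhibition below 50%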
eIF4E-4G inh = blocks eIF4E binding to eIF4G. TR-FRET eIF4E-eIF4GI(517-606) binding, 2 h. P63073+Q04637. 220,000 tested, 0.37% active. inhibition, % at 21.7 µM;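 active = inhibition above about 30%, limit read from the data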;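 note: 0% = full FRET control wells and 100% = background wells lacking eIF4GI fragment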
Active calls of the source: *; i = inactive; nt = not tested or not shown; & = joins results of further samples; [ ] = remark or other dose. An excerpt. The share of hits here may be higher or lower than overall.

structure	Calpain2 inh	Rad51 HR inh	L929 necroptosis	14-3-3 Bad inh	Hck Nef HTS	EP2 modulator	EP2 antag	Tb hexokinase	eIF4E-4G inh
CC(C)NC(=O)C1(O)c2ccccc2NC(=O)N1c1ccc(Cl)c(Cl)c1 (stereo not drawn)	-24	-3	0.8	-6[fluorescence artefact?]	-1	26	6	2	-7[fluorescence artefact?]
COc1ccc(C2C(C(=O)Nc3cc(OC)c(OC)c(OC)c3)c3ccccc3C(=O)N2C)cc1 (stereo not drawn)	-8	7	-2.5	-3	24	30	13	-6	-1
COc1ccc(N2CCN(C(c3ccco3)c3sc4nc(C)nn4c3O)CC2)cc1 (stereo not drawn)	28	nt	nt	-2[fluorescence artefact?]	3	20	7	-7	1
COc1ccc(N(CC(=O)N/N=C/c2ccc(-c3ccc([N+](=O)[O-])cc3)o2)S(=O)(=O)c2ccc(C)cc2)cc1Cl	-99	-20	0.4	2	3	-9	12	-16	0
O=C(COC(=O)Cn1cnc2ccccc2c1=O)Nc1ccc(Cl)cc1	-15	1	0.4	4	1	-2	7	-3	1
COc1ccccc1-c1nc2s/c(=C\c3cccs3)c(=O)n2n1	-159	1	1.6	-2[fluorescence artefact?]	2	-1	15	-5	-24[fluorescence artefact?]
COC(=O)c1cccc(NC(=O)C23CC4CC(C2)CC(n2cncn2)(C4)C3)c1	8	-5	0.3	-10	6	-65	5	4	-3
Nc1ccc(C(=O)OCC(=O)Nc2cc([N+](=O)[O-])ccc2F)cc1	-12	-1	2.9	6	5	4	5	0	-1
Cc1ccc(N/C(N)=N/c2nc(C)cc(N3CCCCC3)n2)c(C)c1	-15	5	7.0	-8	-31	-51	22	3	4
O=C(NCCc1c[nH]c2ccccc12)C(=O)NCC1OCCCN1S(=O)(=O)c1cccs1 (stereo not drawn)	1	-4	-1.8	-5	16	-97	16	3	-2

An excerpt from above in order of SMILES length, highest first.
structure	Calpain2 inh	Rad51 HR inh	L929 necroptosis	14-3-3 Bad inh	Hck Nef HTS	EP2 modulator	EP2 antag	Tb hexokinase	eIF4E-4G inh
COc1ccc(N(CC(=O)N/N=C/c2ccc(-c3ccc([N+](=O)[O-])cc3)o2)S(=O)(=O)c2ccc(C)cc2)cc1Cl	-99	-20	0.4	2	3	-9	12	-16	0
Nc1ccc(C(=O)OCC(=O)Nc2cc([N+](=O)[O-])ccc2F)cc1	-12	-1	2.9	6	5	4	5	0	-1
COc1ccccc1-c1nc2s/c(=C\c3cccs3)c(=O)n2n1	-159	1	1.6	-2[fluorescence artefact?]	2	-1	15	-5	-24[fluorescence artefact?]

Later entries.
structure	Calpain2 inh	Rad51 HR inh	L929 necroptosis	14-3-3 Bad inh	Hck Nef HTS	EP2 modulator	EP2 antag	Tb hexokinase	eIF4E-4G inh
O=C(Nc1ccccc1)C(=O)c1cn(CC(=O)N2CCCCC2)c2ccccc12	-20	-4	-0.3	-6	2	-1	6	-6	2
Cc1cc(OCC(=O)O/N=C(\N)Cc2cccs2)ccc1Br	19	8	-0.1	8	1	12	21	-3	5
O=C(CCN1C(=O)COc2ccccc21)NCCN1CCOCC1	9	4	0.1	-8	-18	10	6	6	3
CC1CCC/C(=N\NC(=O)c2ccncc2)C1 (stereo not drawn)	-2	-24	0.4	3	5	15	8	4	-1[fluorescence artefact?]
COc1ccccc1CNc1ccc(C(=O)O)cc1	15	-5	-0.1	-19	-16	17	13	6	3
COCCOC(=O)C1=C(C)NC(=O)NC1C1CC=CCC1 (stereo not drawn)	-11	-9	1.0	-1	1	21	6	3	-1
COc1cc([N+](=O)[O-])ccc1-c1ccc(/C=N/NC(=O)OC(C)(C)C)o1	0	-22	-0.3	9	24	-55	9	-19	-4
CCOC(=O)c1cnn(-c2ccccc2)c1NC(=O)CCl	17	nt	1.3	-1[fluorescence artefact?]	0	-74	11	-3	1
Cc1ccccc1-c1ccc(=O)n(CC(=O)Nc2ccc(C(=O)N3CCCC3)cc2)n1	15	-4	0.1	-9	-1	7	11	-2	2
CC(C)C(=O)Nc1c2c(nc3c1CCC3)CCCC2	-14	0	0.0	nt	1	-13	14	3	nt
COc1cccc(C(=O)N2CCN(Cc3cc(Br)ccc3OC)CC2)c1	-10	-4	0.2	72*	9	-22	4	-13	2
COc1ccc(CNC(=O)C2CCN(S(C)(=O)=O)CC2)c(OC)c1	-5	-7	1.5	-3	13	-16	7	-8	-5
Cc1cc(NC(=O)CSc2nccn2-c2cccc(C)c2C)no1	29	nt	-0.9	-4	-8	-21	-1	7	5
CC1(C)Cc2c(sc3[nH]c(=S)[nH]c(=O)c23)CO1	3	3	2.9	6	16	18	5	-31	0
O=C(OCc1nnc(-c2ccccc2)o1)c1ccc2c(c1)OCCO2	-11	-4	1.5	13	1	-37	20	-5	2
O=C(NCc1cn2ccsc2n1)Nc1ccc(Cl)cc1	-18	0	0.1	-9	2	-9	8	-1	-5
CCOC(=O)C1(CC2CC2)CCN(C(=O)c2ocnc2C)CC1	-4	23	-0.2	-13	13	-5	7	-5	-1
O=S(=O)(c1cc(Cl)ccc1Cl)n1nnc2ccccc21	-34	-2	0.1	40	-1	-6	16	-1	-9
CCN=C1SC(CC(=O)NCc2ccccc2)C(=O)N1CC (stereo not drawn)	0	3	4.3	-3	23	5	2	2	-3
COC(=O)c1ccc(S(=O)(=O)N2CCCC2)o1	-7	-2	0.1	-1	0	8	11	2	-11[fluorescence artefact?]
CC(C)NC(=O)CSCc1c(F)cccc1Cl	-9	-6	0.0	-6[fluorescence artefact?]	8	22	3	4	-7[fluorescence artefact?]
CCOc1ccc(N/C(=C(/C(Cl)=C(Cl)Cl)[N+](=O)[O-])n2cncn2)cc1	i	-6	0.5	67	3	-4	7	-1	4
CCOc1ccc(-c2[nH]ncc2Oc2cccc(OC)c2)c(O)c1	38	2	0.0	-5	1	2	8	8	-2
Cn1c(=O)c2c(nc(NCc3ccco3)n2C/C=C/c2ccccc2)n(C)c1=O	-15	5	nt	-1[fluorescence artefact?]	nt	18	15	nt	-1
CC(=O)NCC12CC3CC(C1)CC(C(=O)O)(C3)C2	-20	1	0.0	7[fluorescence artefact?]	0	27	5	-3	2[fluorescence artefact?]
Cc1cc2c(nc1C)CCCN2C[C@@H](C)O/N=C1/[C@H]2CCn3c(=O)n(-c4ccccc4)c(=O)n3[C@H]2[C@H](O)[C@@H]2O[C@H]12	-424	4	-2.8	7	0	15	28	-7	4[fluorescence artefact?]
CCOC(=O)C1C(=O)CC(C)(O)C(C(=O)OCC)C1c1ccc(F)cc1 (stereo not drawn)	10	-12	1.2	-10[fluorescence artefact?]	3	-2	4	-1	-5[fluorescence artefact?]
CCOC(=O)N1CCN(C(=O)CN(c2ccc(OC)cc2)S(C)(=O)=O)CC1	-16	-9	-0.6	-5	11	7	2	-7	3
CSc1nnc([C@@H](NC(=O)OC(C)(C)C)C(C)C)o1	-8	4	0.4	0	2	2	4	1	-10
OCCN(CC#CCC(O)(c1ccccc1)C1CCCC1)CCO (stereo not drawn)	-15	6	0.1	3	21	17	4	-13	-6
O=C(Cn1ccc([N+](=O)[O-])n1)Nc1nccs1	15	1	-0.3	11	2	8	6	35	3
COc1ccc(CCNC(=S)N2CCC(C(N)=O)CC2)cc1	-14	0	1.0	-2	12	10	5	-8	3
O=C(COc1ncnc2c(Cl)cc(Cl)cc12)NCCC1=CCCCC1	-7	-14	0.4	2[fluorescence artefact?]	26	3	12	-10	-3[fluorescence artefact?]
CCCc1nn(C)c(C(=O)Nc2cccc3ccccc23)c1Cl	24	1	1.1	-3[fluorescence artefact?]	1	-4	2	1	-2
O=C(CSc1nnc(-c2ccccc2)c(-c2ccccc2)n1)Nc1ccc(Br)cn1	-1	4	1.4	9	-1	10	6	9	2
Cc1nc(SCC(=O)Nc2ccc3c(c2)OCO3)c(C#N)c2c1CCCC2	-14	0	-0.6	7	0	-13	3	2	-8
Cc1c(Cl)cccc1NC(=S)/C(=C(\[O-])c1ccc(Cl)s1)[n+]1ccccc1	5	3	0.0	-20	4	-29	11	2	-2
Cn1c(SCC(=O)Nc2nccs2)nnc1-c1ccc(S(=O)(=O)N2CCCC2)cc1	-3	-2	0.6	-4	-21	16	4	0	-4
CCOC1(C)OCC(=O)[C@]2(CCC3C4CCC5=CC(=O)C=CC5(C)C4C(=O)CC32C)O1 (stereo partly drawn)	8	-1	0.5	-12	8	49	3	-2	17
CCN(C(=O)Cc1ccccc1OC)c1nnc(-c2ccncc2)s1	-35	-6	0.0	79*	-1	-19	12	-1	-6
CC(=O)N/N=C(\C)c1ccc2c(c1)OCCO2	12	14	12	-16	26	32	4	-3	2
S=C(Nc1ccccc1Cl)N(CCCN1CCOCC1)Cc1ccco1	1	0	-0.3	-9	5	-1	8	24	2[fluorescence artefact?]
COC(=O)c1cccnc1NC(=S)NNC(=O)c1ccncc1	3	1	-0.4	10	1	5	0	-29	-1
COc1ccccc1-c1nc(-c2ccc(Br)cc2)no1	-2	5	0.0	9	-7	23	9	6	0
Cc1cc(C)n(Cc2ccc(C(=O)NCCC3=CCCCC3)o2)n1	11	nt	0.0	5[fluorescence artefact?]	1	6	19	49	-3
Cc1cc(SCC(=O)Nc2cccc(S(=O)(=O)NC3=NCCCCC3)c2)nc2ccccc12	11	nt	-0.2	4	-10	-6	9	-11	-3
Cc1ccc(Nc2c(-c3ccco3)nc3ccccn23)cc1	i	nt	nt	-2[fluorescence artefact?]	12	36	8	-17	5[fluorescence artefact?]
O=C(O)c1cc(N/N=C/c2ccc(N3CCOCC3)cc2)ccc1Cl	-6	-5	-0.9	1	20	4	7	-42	1
CC(C)OC(=O)CSc1nnc2c(n1)[nH]c1ccc(F)cc12	-11	-4	3.4	-2	-6	-6&-27	5&6	-3	0
CC(NC(=O)c1ccc(Cl)s1)C1CCCO1 (stereo not drawn)	-17	-3	0.1	-1	-15	6	7	34	-2

Next section:
structure	Calpain2 inh	Rad51 HR inh	L929 necroptosis	14-3-3 Bad inh	Hck Nef HTS	EP2 modulator	EP2 antag	Tb hexokinase	eIF4E-4G inh
O=C(O)c1ccc(N=NN2CCCC2)cc1	8	-3	1.1	-5	-102	19	7	-7	-1
COCC(C)NC(=S)NCCc1ccc(Cl)cc1Cl (stereo not drawn)	0	6	2.0	2	7	-40	8	2	-1
Cc1ccc(OCC(=O)Nc2ccc3c(c2)OCO3)cc1C	13	4	1.0	-5	14	-44	7	1	3
CCOc1ccc(N(C(C)C(=O)N/N=C(\C)c2cccc(NC(=O)c3ccccc3)c2)S(C)(=O)=O)cc1 (stereo not drawn)	-116	4	1.1	-1	0	-5	14	-7	-5
O=C(Cn1cc2c(n1)CCCC2)N1CCCC1	10	3	-0.7	5[fluorescence artefact?]	1	35	8	-2	-3
Cc1cc(=O)oc(C)c1C(=O)N1CCc2c([nH]c3ccccc23)C1C(C)C (stereo not drawn)	-29	1	5.5	0	2	-5	9	-10	3
CC(=O)Nc1ccc(C(=O)N/N=C/C2CC3C=CC2C3)cc1 (stereo not drawn)	-11	1	0.8	-9	-3	7	8	-4	-1
CCOC(=O)NNC(=O)c1ccc(Cl)cc1	13	5	-0.2	-8	0	5	9	-3	0
Cc1ccc(C)n1-c1cc(S(=O)(=O)N2CCOCC2)ccc1N1CCCC1	2	1	-0.5	-22	1	6	10	-9	-18
COc1ccc(C(C)C)cc1S(=O)(=O)Nc1ccccn1	13	3	0.3	nt	1	12	25	-8	nt
O=C(Nc1ncccn1)C1c2ccccc2Oc2ccccc21	7	3	0.6	-8	1	-16	8	29	-5

Sorted by value in eIF4E-4G inh (largest number first): three from the list above
Molecule | eIF4E-4G inh
COc1ccccc1CNc1ccc(C(=O)O)cc1 | 3
COc1ccc(C2C(C(=O)Nc3cc(OC)c(OC)c(OC)c3)c3ccccc3C(=O)N2C)cc1 (stereo not drawn) | -1
Cc1cc(C)n(Cc2ccc(C(=O)NCCC3=CCCCC3)o2)n1 | -3
